Source: PubChem BioAssay (several laboratories)
LYP phosphatase: LYP phosphatase inhibitors, primary screen, biochemical, DiFMUP fluorescence, recombinant catalytic domain, 10 µM (AID 606); recombinant LYP catalytic domain, DiFMUP fluorescence; higher % means a stronger effect; inhibition, % at 10 µM; hits with a dose series show IC50 in µM; 52,000 tested, under 10 active;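 active = IC50 under 40 µM in the dose-response test; inactive = IC50 of 40 µM or more, or never dose-tested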
HT1080 cytotoxicity: HT1080 cell viability loss – fluorescence readout (AID 620) | one-dose cytotoxicity, % at 10 µM; EC50 in µM for titrated hits | 87,000 compounds, 0.42% hits | HT1080 viability, fluorescence; higher % means a stronger effect;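 note: cells exposed to compound overnight then 4 h with Alamar Blue; 0% = vehicle DMSO and 100% = killing control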
Bfl-1 displacement: displacement of Bid BH3 peptide from Bfl-1 – biochemical, fluorescence polarization, FITC-Bid, mouse, primary screen (AID 432) | FITC-Bid BH3 peptide fluorescence polarization displacement; higher % means a stronger effect | one-dose displacement, % at 20 µM; IC50 in µM for titrated hits | 64,000 compounds, 0.02% hits; in the data active = a potency from the dose series; inactive = the rest, 99 in 100 with displacement below about 15%; note: strong numbers were not always called active
HPDE-C7 viability: HPDE-C7 pancreatic duct cell viability loss – fluorescence, HTS (AID 430) | HPDE-C7 pancreatic duct cells viability, fluorescence; higher % means a stronger effect | cytotoxicity, % at 10 µM; hits with a dose series show EC50 in µM | 63,000 compounds, 1.8% hits;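 note: cells exposed to compound for 48 hours before viability readout; 0% = vehicle and 100% = reference cytotoxic drug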
PMK inhibit: blocks S. pneumoniae phosphomevalonate kinase; purified PMK, PK/LDH-coupled NADH absorbance 340 nm; inhibition, % at 10 µM; 65,000 compounds, 0.49% hits; AID 539;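 active = top-ranked compounds by inhibition in the single 10 µM screen, taking a fixed number of the strongest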;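 note: 0% = full reaction with DMSO carrier and 100% = background rate without enzyme reaction; no value below 0 was filed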
MK inhibit: inhibitors of Streptococcus pneumoniae mevalonate kinase; purified MK, PK/LDH-coupled NADH absorbance 340 nm; inhibition, % at 10 µM; 65,000 compounds, 0.48% hits;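 active = ranked among the strongest by inhibition in the single 10 µM screen, a fixed top-ranked set picked for dose follow-up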; note: no value below 0 was filed
Spn DPM-DC inh: blocks S. pneumoniae diphosphomevalonate decarboxylase | 65,000 compounds, 0.49% hits | calls only at 10 µM | purified DPM-DC, PK/LDH coupled NADH fluorescence;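 active = the 320 compounds with the highest percent inhibition in the single-dose primary screen, excluding strongly autofluorescent ones, cut at about 32% in these data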;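 note: kinetic rate of NADH fluorescence loss reporting ADP formed by the decarboxylase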
TNAP inhibition: human TNAP enzyme inhibitors, biochemical, luminescent (AID 518). purified TNAP enzyme, luminescent substrate readout; higher % means a stronger effect. inhibition, % at 20 µM, or IC50 in µM where a hit was titrated. 64,000 compounds, 0.09% hits; in the data active = a potency from the dose series; inactive = the rest, 99 in 100 with inhibition below about 22%;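 note: plate controls were vehicle for no effect and reference inhibitor for full effect; many of its hits are not listed in these tables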
KRASV12 cytotoxicity: viability loss of HPDE-C7K cells – cell-based, fluorescence, HTS, primary screen (AID 431); HPDE-C7K KRASV12 cells, Alamar Blue viability, 48 h; higher % means a stronger effect; cytotoxicity, % at 10 µM; hits with a dose series show EC50 in µM; 63,000 compounds, 1.7% hits;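 active = compounds whose percent cytotoxicity in the single-dose primary screen, scaled between solvent and toxic-drug controls, exceeds 50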;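 note: 0% = DMSO solvent wells and 100% = doxorubicin-treated wells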
PMK inhibit pilot replicates: recorded beside PMK inhibit, whose call it bears; inhibition, %; measured here: pilot screen replicates
MK inhibit pilot replicates: also measured in MK inhibit; calls as there; inhibition, %; measured here: pilot screen replicates
Spn DPM-DC inh pilot screen %: further read-out of Spn DPM-DC inh, marked with its call; inhibition, %; measured here: pilot screen trials
Starred values were filed as active, the others as inactive. Cut-off read from the data, not from the text of the source, unless noted: active = cytotoxicity above about 50%; inactive = the rest.

Start of the data: the first 2 compounds as a preview:
CSCC[C@H](NC(=O)OC(C)(C)C)c1nnc(SCc2ccc(F)cc2)o1 was read as LYP phosphatase -1.3%, HT1080 cytotoxicity -9.1%, Bfl-1 displacement -2.9%, HPDE-C7 viability -3.6%, PMK inhibit 14.0, MK inhibit 4.0, Spn DPM-DC inh inactive, TNAP inhibition 20.7% and KRASV12 cytotoxicity 5.7%.
`Cc1nc(CNS(=O)(=O)c2ccc(Oc3ccccc3)cc2)cs1` gave LYP phosphatase 4.7%, HT1080 cytotoxicity -8.2%, PMK inhibit 12.0, MK inhibit 8.0 and Spn DPM-DC inh inactive.

All compounds of this part, from the start:
CSCC[C@H](NC(=O)OC(C)(C)C)c1nnc(SCc2ccc(F)cc2)o1 was read as LYP phosphatase -1.3%, HT1080 cytotoxicity -9.1%, Bfl-1 displacement -2.9%, HPDE-C7 viability -3.6%, PMK inhibit 14.0, MK inhibit 4.0, Spn DPM-DC inh inactive, TNAP inhibition 20.7% and KRASV12 cytotoxicity 5.7%.
`Cc1nc(CNS(=O)(=O)c2ccc(Oc3ccccc3)cc2)cs1` gave LYP phosphatase 4.7%, HT1080 cytotoxicity -8.2%, PMK inhibit 12.0, MK inhibit 8.0 and Spn DPM-DC inh inactive.
`C#CCN1C(=O)C(O)(CC(=O)c2ccc(OC)c(OC)c2)c2ccccc21` (stereo not drawn) gave LYP phosphatase 13.4%, HT1080 cytotoxicity -64.3%, Bfl-1 displacement -6.6%, HPDE-C7 viability -7.2%, PMK inhibit 15.0, MK inhibit 3.0, Spn DPM-DC inh inactive, TNAP inhibition -5.9% and KRASV12 cytotoxicity -17.0%.
Screening O=C(NCC1CCCO1)C1CC(=O)N(C2CCCCCC2)C1 (stereo not drawn) returned LYP phosphatase 10.1%, HT1080 cytotoxicity -5.7%, Bfl-1 displacement -14.5%, HPDE-C7 viability -3.5%, PMK inhibit 27.0*, MK inhibit 0.0, Spn DPM-DC inh inactive, TNAP inhibition 3.4% and KRASV12 cytotoxicity -7.3%.
COc1ccc(N(CC(=O)N2c3ccccc3CC2C)S(=O)(=O)c2c(C)nn(C)c2C)cc1 (stereo not drawn) was read as LYP phosphatase 3.6%, HT1080 cytotoxicity 6.1%, Bfl-1 displacement 4.2%, HPDE-C7 viability -7.7%, PMK inhibit 3.0, MK inhibit 7.0, Spn DPM-DC inh inactive, TNAP inhibition 8.4% and KRASV12 cytotoxicity 5.4%.
For O=C(COc1cccc(Oc2ccccc2)c1)Nc1ncccn1 the results were LYP phosphatase 3.3%, HT1080 cytotoxicity -5.0%, Bfl-1 displacement -7.8%, HPDE-C7 viability 4.4%, PMK inhibit 11.0, MK inhibit 0.0, Spn DPM-DC inh inactive, TNAP inhibition 21.9%, KRASV12 cytotoxicity -0.9%, PMK inhibit pilot replicates 8.0, MK inhibit pilot replicates 0.0 and Spn DPM-DC inh pilot screen % 0.5.
For O=C(COc1ccc(S(=O)(=O)N2CCOCC2)cc1)Nc1ccc2c(c1)OCCO2 the results were LYP phosphatase 14.4%, HT1080 cytotoxicity 3.1%, Bfl-1 displacement -5.1%, HPDE-C7 viability -13.8%, PMK inhibit 2.0, MK inhibit 2.0, Spn DPM-DC inh inactive, TNAP inhibition -6.1% and KRASV12 cytotoxicity -5.7%.
`O=C(NCCc1c[nH]c2ccccc12)c1cnc2sccn2c1=O` gave LYP phosphatase 9.5%, HT1080 cytotoxicity -1.9%, Bfl-1 displacement 2.9%, HPDE-C7 viability -0.1%, PMK inhibit 0.0, MK inhibit 2.0, Spn DPM-DC inh inactive, TNAP inhibition 2.1% and KRASV12 cytotoxicity 8.0%.
For COc1cc(/C=C(/C#N)c2ccc(F)cc2)ccc1OCc1ccc(C(=O)O)o1 the results were LYP phosphatase 8.5%, HT1080 cytotoxicity 7.1%, Bfl-1 displacement 10.1%, HPDE-C7 viability -5.5%, PMK inhibit 9.0, MK inhibit 21.0, Spn DPM-DC inh inactive, TNAP inhibition 0.0% and KRASV12 cytotoxicity -1.7%.
`CCOC(=O)Cn1cc(C(=O)c2cccs2)c2ccccc21` gave LYP phosphatase 3.0%, HT1080 cytotoxicity 0.6%, Bfl-1 displacement -0.3%, HPDE-C7 viability -10.3%, PMK inhibit 11.0, MK inhibit 14.0, Spn DPM-DC inh inactive, TNAP inhibition 7.6% and KRASV12 cytotoxicity -21.4%.
For COc1ccc(OC)c(N=CC2=C(O)CC(C)(C)CC2=O)c1 the results were LYP phosphatase 5.5%, HT1080 cytotoxicity 0.6%, Bfl-1 displacement 2.3%, HPDE-C7 viability -7.9%, PMK inhibit 0.0, MK inhibit 3.0, Spn DPM-DC inh inactive, TNAP inhibition 10.2% and KRASV12 cytotoxicity -6.3%.
For Cc1ccsc1C(=O)OC1CCOC1=O (stereo not drawn) the results were LYP phosphatase 13.5%, HT1080 cytotoxicity 1.3%, Bfl-1 displacement -1.0%, HPDE-C7 viability -4.5%, PMK inhibit 17.0, MK inhibit 6.0, Spn DPM-DC inh inactive, TNAP inhibition 20.0% and KRASV12 cytotoxicity -4.4%.
Screening COC(=O)C(CC(C)C)NC(=O)CSc1nc(-c2ccccc2)c(C#N)c(=O)[nH]1 (stereo not drawn) returned LYP phosphatase 3.4%, HT1080 cytotoxicity -5.2%, Bfl-1 displacement -0.3%, HPDE-C7 viability 15.4%, PMK inhibit 16.0, MK inhibit 14.0, Spn DPM-DC inh inactive, TNAP inhibition 9.0%, KRASV12 cytotoxicity 11.0%, PMK inhibit pilot replicates 3.5, MK inhibit pilot replicates 0.0 and Spn DPM-DC inh pilot screen % 0.5.
Screening CCOc1ccccc1C(=O)NC1CC2CCCC(C1)N2Cc1nnnn1Cc1ccco1 (stereo not drawn) returned LYP phosphatase 9.4%, HT1080 cytotoxicity -8.5%, Bfl-1 displacement -5.4%, HPDE-C7 viability -10.7%, PMK inhibit 10.0, MK inhibit 0.0, Spn DPM-DC inh inactive, TNAP inhibition 8.7% and KRASV12 cytotoxicity 4.7%.
`Cc1ccc(CNc2oc(COc3ccccc3Cl)nc2C#N)cc1` gave HT1080 cytotoxicity -6.6%, Bfl-1 displacement -6.0%, HPDE-C7 viability -15.8%, PMK inhibit 5.0, MK inhibit 8.0, Spn DPM-DC inh inactive, TNAP inhibition 5.6% and KRASV12 cytotoxicity -2.0%.
For CCOC(=O)c1ccc(N2C(=O)C(O)=C(C(C)=O)C2c2ccccn2)cc1 (stereo not drawn) the results were HT1080 cytotoxicity -6.3%, Bfl-1 displacement -2.5%, HPDE-C7 viability -4.7%, PMK inhibit 7.0, MK inhibit 11.0, Spn DPM-DC inh inactive, TNAP inhibition 7.4% and KRASV12 cytotoxicity -4.5%.
Screening CCOC(=O)c1c(CN2CCC(C)CC2)oc2ccc(OC)cc12 returned HT1080 cytotoxicity -19.7%, Bfl-1 displacement -3.4%, HPDE-C7 viability 37.7%, PMK inhibit 16.0, MK inhibit 4.0, Spn DPM-DC inh inactive, TNAP inhibition 6.4% and KRASV12 cytotoxicity -0.9%.
Screening O=C(Cn1c(=O)oc2ccccc21)NC(=O)NCc1ccco1 returned LYP phosphatase 7.0%, HT1080 cytotoxicity 4.9%, Bfl-1 displacement -5.9%, HPDE-C7 viability -9.8%, PMK inhibit 0.0, MK inhibit 4.0, Spn DPM-DC inh inactive, TNAP inhibition 0.7% and KRASV12 cytotoxicity -16.1%.
`Cc1ccccc1-n1nc2c(c1NC(=O)c1c(-c3ccccc3Cl)noc1C)CS(=O)(=O)C2` gave LYP phosphatase 15.1%, HT1080 cytotoxicity 3.8%, Bfl-1 displacement -5.1%, HPDE-C7 viability -17.3%, PMK inhibit 17.0, MK inhibit 6.0, Spn DPM-DC inh inactive, TNAP inhibition 4.0% and KRASV12 cytotoxicity -4.4%.
Screening CCOC(=O)c1ccc(NS(=O)(=O)c2cc(C)ccc2OC)cc1 returned LYP phosphatase 2.1%, HT1080 cytotoxicity 3.0%, Bfl-1 displacement -2.8%, HPDE-C7 viability -3.1%, PMK inhibit 1.0, MK inhibit 8.0, Spn DPM-DC inh inactive, TNAP inhibition 6.7% and KRASV12 cytotoxicity -5.7%.
For COc1ccccc1C(=O)Nc1nnc(-c2ccc3c(c2)CCCC3)o1 the results were LYP phosphatase -1.6%, HT1080 cytotoxicity -3.0%, Bfl-1 displacement 1.5%, HPDE-C7 viability -5.9%, PMK inhibit 5.0, MK inhibit 10.0, Spn DPM-DC inh inactive, TNAP inhibition 8.8% and KRASV12 cytotoxicity -6.2%.
NC(Cc1ccc(Oc2ccc(O)cc2)cc1)C(=O)O (stereo not drawn) was read as LYP phosphatase 7.8%, HT1080 cytotoxicity 1.9%, Bfl-1 displacement 3.7%, HPDE-C7 viability -8.5%, PMK inhibit 23.0, MK inhibit 8.0, Spn DPM-DC inh inactive, TNAP inhibition 13.2%, KRASV12 cytotoxicity -12.0%, PMK inhibit pilot replicates 1.5, MK inhibit pilot replicates 0.0 and Spn DPM-DC inh pilot screen % 0.0.
For O=C(CSc1nnc(-c2ccc(Cl)s2)o1)N1CCCc2ccccc21 the results were HT1080 cytotoxicity -8.7%, Bfl-1 displacement -8.9%, HPDE-C7 viability -3.6%, PMK inhibit 1.0, MK inhibit 0.0, Spn DPM-DC inh inactive, TNAP inhibition 2.7% and KRASV12 cytotoxicity 4.2%.
`O=C(CCCCn1c(=O)[nH]c2ccccc2c1=O)NC1CCN(Cc2ccccc2)CC1` gave HT1080 cytotoxicity -4.3%, Bfl-1 displacement 2.5%, HPDE-C7 viability 0.3%, PMK inhibit 1.0, MK inhibit 7.0, Spn DPM-DC inh inactive, TNAP inhibition 1.1% and KRASV12 cytotoxicity 3.7%.
`CC(C)OCCCNC(=O)CN1CCN(Cc2ccccc2Cl)C1=O` gave LYP phosphatase 4.1%, Bfl-1 displacement -6.7%, HPDE-C7 viability -15.4%, PMK inhibit 0.0, MK inhibit 8.0, Spn DPM-DC inh inactive, TNAP inhibition 7.7% and KRASV12 cytotoxicity -6.4%.
For O=c1c(-c2ccco2)[n+]([O-])c2ccccc2n1OCc1ccccn1 the results were LYP phosphatase 2.0%, HT1080 cytotoxicity 4.2%, Bfl-1 displacement 4.6%, HPDE-C7 viability 3.6%, PMK inhibit 7.0, MK inhibit 7.0, Spn DPM-DC inh inactive, TNAP inhibition 10.2% and KRASV12 cytotoxicity 0.1%.
Screening O=C(NCCOC(=O)c1cccs1)c1cccnc1 returned HT1080 cytotoxicity -1.5%, Bfl-1 displacement 4.5%, HPDE-C7 viability -10.5%, PMK inhibit 8.0, MK inhibit 8.0, Spn DPM-DC inh inactive, TNAP inhibition -0.5% and KRASV12 cytotoxicity -16.9%.
Cc1oc(-c2ccc(F)cc2)cc1-c1nn2c(-c3ccco3)nnc2s1 was read as LYP phosphatase 8.6%, HT1080 cytotoxicity 3.9%, Bfl-1 displacement -3.3%, HPDE-C7 viability -18.0%, PMK inhibit 11.0, MK inhibit 3.0, Spn DPM-DC inh inactive, TNAP inhibition 10.9% and KRASV12 cytotoxicity -11.2%.
